# Screening results from PubChem.
# KDM4C inh: inhibitors of GASC-1 (KDM4C) histone demethylase, primary screen, biochemical, single concentration HTS. Lysine-specific demethylase 4C (Homo sapiens), Q9H3R0. GST-KDM4C 2-372, H3K9me3 peptide, LANCE TR-FRET. inhibition, % at 12.5 µM. 96,000 tested, 0.15% active. AID 720574, 2013;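 active means mean replicate inhibition above about 25%, with at least 55% of replicates also reaching it, limit read from the data, passing the limit was not always enough; inconclusive means only one of those two conditions met; inactive means neither condition met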
# Target sequence (Q9H3R0 2-372 limits assumed): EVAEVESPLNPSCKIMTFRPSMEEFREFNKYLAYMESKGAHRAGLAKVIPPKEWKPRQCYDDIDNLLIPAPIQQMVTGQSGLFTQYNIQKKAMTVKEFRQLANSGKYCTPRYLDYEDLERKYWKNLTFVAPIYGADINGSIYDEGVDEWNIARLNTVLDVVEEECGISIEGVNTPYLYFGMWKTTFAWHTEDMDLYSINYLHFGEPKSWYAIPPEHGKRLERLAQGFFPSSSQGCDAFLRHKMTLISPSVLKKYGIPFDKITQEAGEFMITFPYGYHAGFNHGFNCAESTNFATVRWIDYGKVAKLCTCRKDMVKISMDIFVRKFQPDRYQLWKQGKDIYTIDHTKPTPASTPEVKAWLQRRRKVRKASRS
#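 material = GST-tagged GASC-1 (JMJD2C) catalytic fragment, aa 2-372 | amount = enzyme final amount 10 nM | medium = HEPES buffer, pH 7.5, plus ascorbate | also added = H3K9me3 peptide substrate, Fe(II), 2-oxoglutarate | dosing = single dose | times = 30 min demethylation and 1 h detection at room temperature | detection = LANCE TR-FRET | read-out basis = Fall in 671/618 emission ratio as inhibition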
# C diff growth: C. difficile growth inhibitors, primary screen, HTS. Clostridium difficile clinical isolate growth, OD600, 24 h; hits give low values. growth activity, negative = inhibition, % at 16 µg/mL (by protocol). 86,000 tested, 0.25% active. AID 1259249, 2017;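 active means mean growth activity at or below -80% and every replicate also at or below -80%; inconclusive means mean at or below -80% but some replicate above -80%; inactive means mean growth activity above -80%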;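 further: 0% = DMSO wells and -100% = levofloxacin 16 µg/mL wells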
# Pf Dd2 inh: P. falciparum Dd2 growth inhibitors, primary screen, SYBR Green fluorescence, single dose replicates; 72 h; hits give low values; activity change, % at 10 µM; 94,000 tested, 2.3% active; AID 1159554, 2015; in the data active means activity change below about -80%; inconclusive means no clear call, values can overlap the other calls
# T cruzi growth: T. cruzi intracellular proliferation inhibitors, primary screen, cell-based, beta-gal Tulahuen parasites, NIH3T3 host, luminescence; T. cruzi beta-gal in NIH3T3, GalScreen luminescence, 90 h; inhibition, % at 8.34 µM; 77,000 tested, 5.9% active;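 active means mean inhibition above about 93%, with at least 55% of replicates each passing it, limit read from the data, passing the limit was not always enough; inconclusive means only one of those two conditions holds; inactive means neither condition holds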
# Numbers without * were called inactive; ? = inconclusive; . = no result given; & = joins results of further samples.
SMILES,KDM4C inh,C diff growth,Pf Dd2 inh,T cruzi growth
Cc1noc(C)c1NC(=O)N(C)C[C@H]1Oc2c(NS(=O)(=O)c3c(C)noc3C)cccc2C(=O)N([C@H](C)CO)C[C@H]1C,1.1,5.2,12.4,104.3*
C[C@@H]1CN([C@H](C)CO)C(=O)c2cc(NS(=O)(=O)c3ccc(F)cc3)ccc2O[C@@H](C)CCCCO[C@@H]1CN(C)C(=O)C1CCCCC1,0.7,-6.3,-73.0,66.6
C[C@@H]1CN([C@H](C)CO)C(=O)c2cc(NC(=O)Cc3cn(C)c4ccccc34)ccc2O[C@H]1CN(C)S(=O)(=O)c1cccs1,-0.2,.,-21.4,7.6
COc1ccccc1CNC(=O)C[C@H]1C[C@@H]2c3cc(NC(=O)NC4CCCC4)ccc3O[C@@H]2[C@@H](CO)O1,1.1,3.7,0.5,109.0*
O=S(=O)(Cc1ccccc1)N1CCCCN2[C@H](CO)[C@@H](c3ccc(-c4cncnc4)cc3)[C@@H]2C1,-1.0,-4.0,-8.9,64.9
C[C@H]1CN([C@@H](C)CO)C(=O)c2cc(NS(=O)(=O)c3cn(C)cn3)ccc2O[C@@H]1CN(C)Cc1ccc2c(c1)OCO2,-3.6,.,23.8,-26.4
C[C@@H]1CN([C@@H](C)CO)C(=O)c2cccc(NS(C)(=O)=O)c2O[C@@H]1CN(C)Cc1ccc(C(=O)O)cc1,0.6,5.0,24.8,11.0
CN(C)C(=O)c1cccc(-c2ccccc2[C@H]2[C@@H](CO)N(C(=O)C3CCCC3)[C@H]2C#N)c1,-1.0,0.3,-37.8,.
O=C(Nc1ccc(C(F)(F)F)cc1)N[C@@H]1CC[C@@H](CCNC(=O)c2ccccc2F)O[C@H]1CO,0.0,0.0,25.5,57.5
O=C(Nc1ccccc1)[C@@H]1[C@@H](CO)[C@@H]2Cn3c(cccc3=O)[C@@H]2N1CC1CCOCC1,15.0,3.7,11.7,.
O=C(C[C@H]1C=C[C@H](NC(=O)C2CCOCC2)[C@@H](CO)O1)NCc1ccncc1,-0.4,.,31.8,5.2
COc1ccc(NC(=O)Nc2ccc3c(c2)C(=O)N([C@H](C)CO)C[C@@H](C)[C@@H](CN(C)Cc2ccc(-c4ccccc4)cc2)O3)cc1,-1.4,.,19.4,97.8
CCC(=O)N(C)C[C@@H]1Oc2cc(-c3ccccc3)ccc2S(=O)(=O)N([C@H](C)CO)C[C@H]1C,0.8,1.3,-31.9,71.8
Cc1ccc(-c2ccc([C@@H]3[C@H](CO)N4CCCCN(S(=O)(=O)c5cccc(C)c5)C[C@@H]34)cc2)cc1,.,-38.5,-78.6,107.8*
CC(C)CC#Cc1ccc2c(c1)O[C@H](CN(C)CC1CCOCC1)[C@H](C)CN([C@@H](C)CO)S2(=O)=O,5.1,4.6,-42.8,107.1
CNC[C@H]1OCCCC[C@@H](C)Oc2ccc(NC(=O)c3ccncc3)cc2C(=O)N([C@@H](C)CO)C[C@@H]1C,1.2,-3.8,9.3,17.6
CN(C)C(=O)c1ccc(-c2ccccc2[C@@H]2[C@H](C#N)N(C(=O)C3CCCC3)[C@H]2CO)cc1,-1.0,3.4,-16.1,.
CN1C(=O)c2cc(NC(=O)c3cccc(F)c3)ccc2OC[C@H]2O[C@H](CC(=O)NCC3CC3)CC[C@H]21,5.3,-9.5,-6.1,.
C[C@H]1CN([C@@H](C)CO)C(=O)c2cc(NC(=O)Nc3ccccc3)ccc2O[C@@H]1CN(C)C,-0.8,2.8,-0.6,83.3
CN1C(=O)c2cc(NS(=O)(=O)CC(F)(F)F)ccc2OC[C@H]2O[C@@H](CC(=O)Nc3cccc(F)c3)CC[C@@H]21,-1.5,22.2,.,12.6
C[C@@H]1CN([C@H](C)CO)C(=O)c2cc(NS(=O)(=O)c3cn(C)cn3)ccc2O[C@H]1CN(C)Cc1ccncc1,12.2,-3.0,2.3,.
COc1cccc(S(=O)(=O)Nc2ccc3c(c2)OC[C@H](C)N(C(=O)Cc2cccnc2)C[C@@H](C)[C@H](OC)CN(C)C3=O)c1,0.4,-0.4,-1.9,.
COc1ccc(NC(=O)Nc2ccc3c(c2)C(=O)N([C@H](C)CO)C[C@H](C)[C@@H](CN(C)S(=O)(=O)c2cccs2)OCCCC[C@H](C)O3)cc1,0.1,1.3,-68.0,76.3
CCCNC(=O)N1CC2(CCN(CC3CCCCC3)CC2)c2c(n(C)c3cc(OC)ccc23)[C@H]1CO,-1.0,-9.3,-69.9,.
O=C(C[C@H]1C[C@@H]2c3cc(NS(=O)(=O)c4ccc(F)cc4)ccc3O[C@@H]2[C@H](CO)O1)N1CCc2ccccc2C1,-0.9,-2.0,-44.4,91.4
O=C(NC1CCCC1)[C@H]1[C@H](CO)[C@H]2Cn3c(ccc(-c4ccccc4)c3=O)[C@@H]1N2CC1CC1,-1.4,21.0,27.3,.
O=C(CN1CCOCC1)N1CCCCN2[C@H](CO)[C@@H](c3ccc(-c4ccccc4F)cc3)[C@@H]2C1,-1.0,-7.2,17.3,5.1
CN(C)C(=O)c1ccc(-c2ccc(C3[C@H]4CNC[C@@H]3N4C(=O)NC3CCCCC3)cc2)cc1 (some centres not stated),0.4,-5.1,-43.3,.
C[C@H](CO)N1C[C@H](C)[C@H](CN(C)Cc2cccnc2)Oc2cc(C3=CCCCC3)ccc2S1(=O)=O,.,6.6,-32.7,.
Cc1ccccc1-c1cnc2c(c1)C(=O)N([C@@H](C)CO)C[C@H](C)[C@@H](CN(C)C(=O)c1ccccc1)O2,0.4,5.8,-18.5,73.5
Cc1noc(C)c1S(=O)(=O)N(C)C[C@H]1Oc2ccc(NC(=O)Cc3cn(C)c4ccccc34)cc2CC(=O)N([C@H](C)CO)C[C@H]1C,-0.6,-3.7,-26.4,48.2
N#C[C@@H]1[C@H](c2ccc(C#Cc3ccc(F)cc3)cc2)[C@@H](CO)N1C(=O)Nc1ccc(F)cc1,-1.9,3.7,-46.7,90.3
Cc1noc(C)c1S(=O)(=O)N(C)C[C@@H]1OCCCC[C@@H](C)Oc2ccc(NC(=O)CCC(F)(F)F)cc2C(=O)N([C@H](C)CO)C[C@@H]1C,-2.1,3.2,6.0,11.0
C[C@H]1CN([C@@H](C)CO)C(=O)c2cc(-c3ccc(C(=O)N(C)C)cc3)cnc2O[C@@H]1CN(C)C(=O)CN(C)C,2.2,-6.1,32.3,8.2
COc1ccc(NC(=O)Nc2ccc3c(c2)C(=O)N([C@H](C)CO)C[C@@H](C)[C@@H](CN(C)S(=O)(=O)c2cccs2)OCCCC[C@@H](C)O3)cc1,-2.6,-8.9,-44.2,.
CCCNC(=O)N1[C@H](C#N)[C@@H](c2ccccc2-c2ccccc2F)[C@@H]1CO,0.2,-8.3,-11.6,.
CNC[C@H]1Oc2c(NC(=O)Nc3ccc(OC)cc3)cccc2C(=O)N([C@@H](C)CO)C[C@@H]1C,0.0,4.1,13.4,81.5
COCC(=O)N1[C@H](CO)[C@@H](c2ccc(-c3ccccc3)cc2)C12CN(C(C)=O)C2,1.0,-1.1,11.3,.
COc1cccc(C(=O)Nc2ccc3c(c2)C(=O)N(C)[C@H]2CC[C@H](CC(=O)NCC(F)(F)F)O[C@@H]2CO3)c1,1.2,-4.9,2.2,-63.0
COc1ccc(-c2ccc3c(c2)[C@@H]2[C@@H](CCN2C(=O)Cc2cccnc2)[C@@H](CO)N3C)cc1,1.6,-1.5,-0.2,80.8
COc1ccccc1C#Cc1cnc2c(c1)C(=O)N([C@H](C)CO)C[C@H](C)[C@@H](CN(C)S(=O)(=O)c1cn(C)cn1)O2,0.3,-6.8&-8.3,-45.8&-11.8,72.1
COc1cccc(CNC(=O)[C@@H]2[C@@H](CO)[C@@H]3Cn4c(ccc(C5=CCCC5)c4=O)[C@@H]3N2CC2CC2)c1,11.5,2.2,-9.0,37.4
C[C@@H]1CN([C@@H](C)CO)S(=O)(=O)c2ccc(C#Cc3ccccc3)cc2O[C@@H]1CN(C)S(C)(=O)=O,-4.1,-5.3,-58.1,81.8
COc1cccc(-c2cnc3c(c2)C(=O)N([C@H](C)CO)C[C@@H](C)[C@H](CN(C)Cc2cccnc2)O3)c1,2.0,-0.9,8.1,9.7
C[C@H]1CN([C@@H](C)CO)C(=O)c2cc(NS(=O)(=O)c3ccccc3)ccc2O[C@H]1CN(C)Cc1ccc(Oc2ccccc2)cc1,0.7,57.3,29.7,50.8

# In another format: entries from further up.
# Screens in order: KDM4C inh, C diff growth, Pf Dd2 inh, T cruzi growth
- COc1cccc(S(=O)(=O)Nc2ccc3c(c2)OC[C@H](C)N(C(=O)Cc2cccnc2)C[C@@H](C)[C@H](OC)CN(C)C3=O)c1
→ 0.4, -0.4, -1.9, .
- COc1ccc(NC(=O)Nc2ccc3c(c2)C(=O)N([C@H](C)CO)C[C@H](C)[C@@H](CN(C)S(=O)(=O)c2cccs2)OCCCC[C@H](C)O3)cc1
→ 0.1, 1.3, -68.0, 76.3

# Record cards (already shown).
# `O=C(C[C@H]1C[C@@H]2c3cc(NS(=O)(=O)c4ccc(F)cc4)ccc3O[C@@H]2[C@H](CO)O1)N1CCc2ccccc2C1` as listed: KDM4C inh: -0.9; C diff growth: -2.0; Pf Dd2 inh: -44.4; T cruzi growth: 91.4
# `CN(C)C(=O)c1ccc(-c2ccc(C3[C@H]4CNC[C@@H]3N4C(=O)NC3CCCCC3)cc2)cc1` (some centres not stated) as listed: KDM4C inh: 0.4; C diff growth: -5.1; Pf Dd2 inh: -43.3; T cruzi growth: .

# Continuation.
SMILES,KDM4C inh,C diff growth,Pf Dd2 inh,T cruzi growth
Cc1noc(C)c1S(=O)(=O)N(C)C[C@@H]1OCCCC[C@H](C)Oc2ccc(NC(=O)Cc3ccccc3)cc2C(=O)N([C@H](C)CO)C[C@H]1C,1.2,0.9,-64.9,21.4
C[C@@H]1CN([C@@H](C)CO)C(=O)Cc2cc(NC(=O)Nc3ccc4c(c3)OCO4)ccc2O[C@@H]1CN(C)C(=O)Nc1ccc(F)cc1,-0.1,0.3,6.2,-6.9
O=C(C[C@@H]1C[C@@H]2c3cc(NC(=O)C4CCC4)ccc3O[C@@H]2[C@@H](CO)O1)NCC(F)(F)F,-0.4,-0.5,16.9,-41.2
Cc1noc(C)c1NC(=O)Nc1ccc2c(c1)C(=O)N([C@H](C)CO)C[C@H](C)[C@@H](CN(C)C(=O)Nc1cccc3ccccc13)OCCCC[C@@H](C)O2,-0.5,-2.2,-15.7,19.3
Cc1noc(C)c1NC(=O)N(C)C[C@@H]1Oc2ccc(NC(=O)CCC(F)(F)F)cc2C(=O)N([C@H](C)CO)C[C@@H]1C,-0.2,-2.1,3.3,-2.2
Cc1noc(C)c1S(=O)(=O)N(C)C[C@@H]1OCc2ccccc2-c2c(n(C)c3ccccc23)C(=O)N([C@H](C)CO)C[C@H]1C,-0.9,5.7,-30.8,74.5
CCC(=O)N1CC2(CN(C(=O)Nc3ccccc3F)C2)c2c([nH]c3cc(OC)ccc23)[C@H]1CO,-1.0,0.2,?,.
CO[C@H]1CN(C)C(=O)c2ccc(NC(=O)c3ccccc3F)cc2OC[C@H](C)N(C)C[C@@H]1C,-2.0,-1.2,-0.3,4.8
C[C@@H]1CCCCO[C@@H](CN(C)Cc2ccc3c(c2)OCO3)[C@H](C)CN([C@H](C)CO)C(=O)c2cc(NS(=O)(=O)c3cccs3)ccc2O1,-0.4,1.0,-27.9,79.6
O=C([C@@H]1N[C@@H]2c3ccc(C4=CCCCC4)c(=O)n3C[C@@H]2[C@H]1CO)N1CCc2ccccc2C1,-1.3,-2.8,22.2,-57.7
CCCN1[C@@H]2c3ccc(-c4cccnc4)c(=O)n3C[C@H]1[C@H](CO)[C@H]2C(=O)NC1CCCC1,0.1,-3.5,29.6,.
C[C@H](CO)N1C[C@H](C)[C@H](CN(C)S(=O)(=O)c2cccs2)Oc2ccc(NC(=O)Nc3ccc4c(c3)OCO4)cc2C1=O,0.0,2.4,-14.9,-2.7
C[C@@H]1CN([C@@H](C)CO)C(=O)c2cc(N(C)C)ccc2O[C@@H](C)CCCCO[C@@H]1CN(C)Cc1ccc(C(=O)O)cc1,5.0,4.2,44.1,13.3
C[C@H](CO)N1C[C@H](C)[C@H](CN(C)C(=O)Nc2cccc3ccccc23)Oc2ccc(NC(=O)Cc3cn(C)c4ccccc34)cc2C1=O,-1.9,.,-75.5,48.1
CNC[C@@H]1Oc2c(NC(=O)Nc3ccc4c(c3)OCO4)cccc2C(=O)N([C@@H](C)CO)C[C@H]1C,0.9,8.6,15.5,21.8
COCc1cn(CC[C@H]2CC[C@@H](NC(=O)Nc3ccc(Cl)cc3)[C@H](CO)O2)nn1,1.1,-2.9,-15.6,64.1
C/C=C/c1ccc2c(c1)O[C@@H](CN(C)C(=O)c1ccncc1)[C@@H](C)CN([C@@H](C)CO)S2(=O)=O,0.7,1.3,-17.0,77.7
Cc1ccc(S(=O)(=O)N(C)C[C@H]2Oc3cc(C#Cc4ccccc4)ccc3S(=O)(=O)N([C@@H](C)CO)C[C@H]2C)cc1,-0.8,0.4,-30.0,.

# Compounds as they come. About 6.7% of those tested had a hit in this group.
